Bioassay records from PubChem.
GPR151 ag: activates the human receptor GPR151; PathHunter beta-arrestin GPR151 cells, luminescence; activation, % at 11.2 µM; 1% of 650,000 active; in the data active = activation above about 4.9%;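 also: 0% = median of compound wells and 100% = cells with positive control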
MITF primary: human MITF inhibition, primary screen; inhibition, % at 2.6 µM; AID 1259374; 0.91% of 650,000 active; AlphaScreen MITF homodimerization, bead proximity signal; O75030; in the data active = inhibition above about 50%;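 also: 0% = vehicle wells with protein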
TEAD-YAP block: TEAD-YAP interaction inhibition; HEK-TIYL cells, TEAD-Gal4/YAP UAS-luciferase luminescence; 1.4% of 640,000 active; AID 1259422; inhibition, % at 9.12 µM; in the data active = inhibition above about 32%;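 also: 0% = median of test compound wells and 100% = reference inhibitor wells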
FBW7 act: human FBW7 E3 ligase activation, primary screen; normalized activity (activation), % at 26.1 µM; Q969H0; AlphaScreen FBW7–phospho-cyclin E peptide binding, activator screen; 0.13% of 650,000 active; in the data active = normalized activity above about 1.9%;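 also: purified mutant Fbw7 with reduced substrate affinity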
Target sequence (Q969H0 whole entry, looked up): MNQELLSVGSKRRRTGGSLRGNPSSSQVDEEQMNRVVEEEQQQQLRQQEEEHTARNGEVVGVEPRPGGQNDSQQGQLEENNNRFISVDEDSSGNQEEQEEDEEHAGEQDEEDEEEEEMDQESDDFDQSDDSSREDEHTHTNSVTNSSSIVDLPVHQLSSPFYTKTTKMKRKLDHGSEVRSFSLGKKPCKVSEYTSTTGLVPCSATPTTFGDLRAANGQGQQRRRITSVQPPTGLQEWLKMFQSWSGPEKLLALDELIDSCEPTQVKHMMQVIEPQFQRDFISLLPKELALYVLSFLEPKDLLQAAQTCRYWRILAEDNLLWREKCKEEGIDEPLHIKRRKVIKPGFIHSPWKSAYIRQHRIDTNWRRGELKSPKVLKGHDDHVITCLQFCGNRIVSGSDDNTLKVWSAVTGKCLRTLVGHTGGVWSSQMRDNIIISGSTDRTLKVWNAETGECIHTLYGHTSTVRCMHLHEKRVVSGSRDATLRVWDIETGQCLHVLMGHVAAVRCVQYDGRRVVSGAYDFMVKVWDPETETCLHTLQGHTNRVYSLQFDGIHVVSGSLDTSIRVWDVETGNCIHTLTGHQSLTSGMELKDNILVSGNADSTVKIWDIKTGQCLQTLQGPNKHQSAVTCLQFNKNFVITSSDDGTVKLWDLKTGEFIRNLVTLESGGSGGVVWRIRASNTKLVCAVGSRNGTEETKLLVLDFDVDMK
* marks the source's active call; other numbers are inactive results; x = no result given.

SMILES	MITF primary	FBW7 act	TEAD-YAP block	GPR151 ag
Cc1nn(C)c(Cl)c1CN1CCCC(C(=O)Nc2ccc(-c3ccn[nH]3)cc2)C1 (stereo not given)	-5.3	0.0	-1.9	-0.6
COc1ccc(NC(=O)NCCCN2CCN(c3cccc(Cl)c3)CC2)cc1	-3.5	-0.1	-4.3	2.0
N#C/C(=C\c1ccc(Cl)cc1)C(=O)OCC(=O)N1CCOCC1	8.4	0.1	4.0	-0.6
CC(=O)Oc1cccc(N2C(=O)CCC2=O)c1	-5.6	0.1	6.2	-0.1
CC(C)Oc1ccccc1OCCN(C)C	75.3*	-0.3	5.2	0.4
Cc1ccccc1N(C(=O)Cc1cccs1)C(C(=O)NCc1ccco1)c1ccncc1 (stereo not given)	7.7	0.5	0.9	-0.2
COC(=O)[C@@H]1C[C@H](NC(=O)c2cnsn2)CN1Cc1cccc(Cl)c1	5.9	0.1	5.3	-1.8
CCOC(=O)C1CCN(C(=O)c2ccc(OC(=O)CC)cc2)CC1	8.2	0.1	-4.2	0.1
CC(C)OC(=O)c1c(NC(=O)c2nn3c(C(F)(F)F)cc(-c4cccs4)nc3c2Br)sc2c1CCCC2	21.3	-0.1	6.0	0.2
O=C1NC(c2ccc(Cl)cc2)C(C(=O)c2cccs2)=C1O (stereo not given)	1.6	-0.1	-7.4	0.4
Cc1ccc2c(c1)C1(OCCCO1)C(=O)N2CC(=O)O	7.3	0.5	6.3	-0.5
COc1ccc(C(=O)N2CCc3c([nH]c4ccccc34)C2c2ccc([N+](=O)[O-])cc2)cc1 (stereo not given)	6.7	0.2	8.3	-2.3
Cc1[nH]nc(NCCCCc2ccccc2)c1[N+](=O)[O-]	4.5	0.1	-2.6	0.6
CCCn1c(=O)c(C(=O)Nc2nc3ccc(C)cc3s2)c(O)c2ccccc21	-0.5	-0.1	0.4	0.8
Cc1ccc(C2=C[N+](=O)C(C)(C)C(C)(C)N2[O-])cc1	13.0	0.0	2.1	0.8
CC(=O)N1CCN(C(=S)Nc2cc(C)ccc2C)CC1	2.8	0.3	4.5	-0.4
CCC(=O)Nc1cccc(NC(=O)c2cc(Br)ccc2Cl)c1	24.8	0.0	0.4	1.5
O=C1OC(c2ccc(Cl)cc2Cl)=N/C1=C\c1cccc(C(F)(F)F)c1	1.5	0.0	1.6	0.7
O=C1NC(=O)c2cc(NC(=O)C(Cl)Cl)ccc21	-3.2	0.0	21.1	1.1
Cc1noc(C(=O)NCc2cccnc2)c1Cl	-15.1	-0.1	0.3	-1.4
O=C(O)/C(Nc1ccc(O)cc1)=C(/Cl)C=Nc1ccc(O)cc1	0.0	0.6	-2.9	0.3
CCCCC(C(=O)Nc1cccc(Cl)c1)N1C(=O)C2C3c4ccccc4C(c4ccccc43)C2C1=O (stereo not given)	-2.0	0.7	3.2	0.0
O=C(Cc1ccc(Cl)cc1)Nc1ccc(N2CCOCC2)c(Cl)c1	9.0	0.0	-12.8	0.6
CC1=C(C(=O)OC(C)C)C(c2ccccc2Cl)NC(=O)N1 (stereo not given)	7.4	-0.3	-8.4	1.6
CC1=Nc2ccc(C)cc2NC(=O)C1	14.8	0.1	-3.0	0.5
O=C(Cn1cnc2sc3c(c2c1=O)CCCC3)NCC(=O)N1CCOCC1	-3.2	-0.2	-0.3	2.0
CCOC(=O)CC(C#N)c1c[nH]c2ccccc12 (stereo not given)	7.0	0.1	4.5	0.6
O=c1cc[nH]c2cc(C(F)(F)F)ccc12	2.6	0.1	-0.2	0.6
Cc1cnc(NC(=O)c2ccc3c(c2)C(=O)N(C2CCCCC2)C3=O)s1	4.2	-0.1	1.5	-0.2
CCN(CC)C(=S)SCC(=O)N1CCc2ccccc2C1	0.3	-0.1	-2.4	0.0

Remaining list, next part.
SMILES	MITF primary	FBW7 act	TEAD-YAP block	GPR151 ag
N#CCCSc1ccccc1NC(=O)CCS(=O)(=O)c1ccccc1	3.6	0.0	-2.1	0.1
N#Cc1c(-n2ncnc2-c2ccc3c(c2)OCO3)sc2c1CCCCC2	-0.3	0.0	9.8	-1.0
O=C(N/N=C/c1ccc(OC(=O)c2ccco2)cc1)c1cc[n+]([O-])cc1	4.5	0.2	-1.5	-0.3
Cc1cc(=O)n(CC(=O)NCCc2ccccc2)c(-n2nc(C)cc2C)n1	18.5	0.1	9.6	0.8
CCOc1ccc(NC(=O)CSc2nc3ccsc3c(=O)n2-c2ccc(OC)cc2)cc1	1.3	0.1	20.4	-0.7
COc1cccc(CNS(=O)(=O)c2ccc(-n3cnnn3)c(OC)c2)c1	-3.3	-0.3	-2.6	0.6
O=C(C[n+]1ccc(/C=N/O)cc1)NC(=O)Nc1ccccc1	3.2	0.0	-0.4	0.5
COc1cc(C(=O)Nc2ccc(O)c(C)c2)cc(OC)c1OC	-17.1	-0.1	-1.9	-0.3
COc1cc(C)c(Cl)cc1S(=O)(=O)Nc1ccccc1O	1.4	-0.3	6.4	1.9
CCC(C)CN1CCc2nnc(-c3ccccc3)n2CC1 (stereo not given)	-8.4	-0.1	1.2	-1.6
CCOC(=O)c1c(NC(=O)c2cccc([N+](=O)[O-])c2)sc(C(=O)Nc2ccccc2C)c1C	5.6	0.8	-1.5	0.7
O=C(Nc1ccc(-c2nc3ccccc3o2)cc1)c1ccc(Cl)c([N+](=O)[O-])c1	-2.9	0.1	1.2	1.5
O=C(Nc1ccc([N+](=O)[O-])cc1)c1cccc(S(=O)(=O)Nc2ccc(F)cc2)c1	0.5	0.1	27.8	-1.4
COc1ccccc1N1CCN(C(=O)c2ccc(Cn3c(=S)[nH]c4ccc(Br)cc4c3=O)cc2)CC1	-7.7	-0.1	4.0	0.2
CCOc1ccccc1N(C)S(=O)(=O)c1cccc2cccnc12	1.0	-0.1	15.3	0.9
CCOC(=O)C1CCN(C(=O)CC(C)C)CC1	19.4	0.1	1.4	1.2
COCCNc1cc(C)nc2cc(-c3ccc(C)cc3)nn12	-8.2	0.0	-18.3	0.1
O=S1(=O)c2ccccc2NC(c2ccccc2)N1Cc1ccccc1 (stereo not given)	2.6	0.0	-8.8	-0.6
O=C(NCc1nc(-c2ccncc2)n[nH]1)C(c1ccccc1)C1CCCC1 (stereo not given)	-11.9	-0.4	13.5	2.6
O=C(c1ccccc1S(=O)(=O)NCC(O)COc1ccc(N2C(=O)C3CC=CCC3C2=O)cc1)N1CCOCC1 (stereo not given)	-23.4	0.6	-4.4	0.3
CCOC(=O)C1CCN(CC(=O)NCCC2=CCCCC2)CC1	50.5	-0.1	-8.2	-0.7
CC/C(=N\NC(=O)Nc1ccccc1)c1ccccc1	14.8	0.1	-8.7	0.5
CCSc1nc2sccn2c(=O)c1C(=O)NCCc1ccncc1	10.2	-0.1	0.0	0.5
NC(=O)C(=O)NNS(=O)(=O)c1ccc2ccccc2c1	4.5	0.2	-0.7	0.3
CC1=NNC(=O)C1CCC(=O)O (stereo not given)	3.0	-0.2	2.2	-0.7
CN(Cc1ccccc1)C(=O)C1CC(c2ccc(Cl)c(Cl)c2)=NO1 (stereo not given)	8.0	-0.1	-8.1	-0.6
COCC(C)NS(=O)(=O)c1ccc(NC(=O)c2ccccn2)cc1 (stereo not given)	9.9	0.2	-11.7	-0.8
COc1cccc(NC(=O)CS(=O)(=O)Cc2nc(-c3ccc(C)cc3)oc2C)c1	1.3	-0.3	-4.9	-0.7
O=C1CSc2nnc(-c3ccccc3Br)n2N1	-10.2	0.3	5.8	-1.0
Cc1ccc2[nH]c(=O)c(C(=O)O)cc2c1	-3.1	-0.1	-8.7	-0.3

Carrying on:
SMILES	MITF primary	FBW7 act	TEAD-YAP block	GPR151 ag
Cc1nn(CC(=O)NCCN2CCOCC2)c(=O)c2ccccc12	17.6	0.2	-4.4	1.7
O=C(CSc1n[nH]c(=O)[nH]c1=O)Nc1ccc(S(=O)(=O)N2CCOCC2)cc1	11.7	0.1	6.0	1.3
O=C(CSc1nnc(-c2ccccn2)n1Cc1ccccc1)NC1CCCC1	16.7	0.3	-10.8	-1.6
COc1ccc(OC)c(NS(=O)(=O)c2cc(C)ccc2OC)c1	0.7	0.0	1.5	2.6
COCc1ccc(CN2CCOc3ccc(CN4CCC(C(N)=O)CC4)cc3C2)o1	1.6	0.1	-3.8	0.3
CCOC(=O)CNC(=O)N1CCN(CC(=O)OCC)CC1C(=O)NCc1ccccc1 (stereo not given)	4.0	0.2	3.9	0.8
COc1cc2c(cc1OC)C(c1ccc(N)cc1)=NNC(=O)C2	-11.1	0.5	x	-0.5
CS(=O)(=O)N1CCc2cc(N3CCN(Cc4ccc(F)cc4Cl)C3=O)ccc21	7.2	-0.1	9.8	4.1
Cc1cc(=O)n2nc(N(C)CC(=O)NCc3cccs3)sc2n1	8.1	0.1	-2.9	1.7
CCC(c1nnnn1C(C)(C)CC)N1CCN(c2ccccc2)CC1 (stereo not given)	-3.8	-0.2	4.7	-0.8
CC(=O)c1c(C)oc2c1cc(NS(=O)(=O)c1cccc([N+](=O)[O-])c1)c1ccccc12	-9.4	0.0	-8.4	-1.0
O=C(c1cc([N+](=O)[O-])ccc1Cl)N1CCCCCC1	0.8	0.0	3.5	1.5
Cn1c(SCCN2CCN(c3ccc(C(F)(F)F)cc3[N+](=O)[O-])CC2)nnc1-c1ccccc1	11.9	0.0	8.4	-0.4
O=C1C(=O)N(Cc2ccc(Cl)c(Cl)c2)c2ccc(Br)cc21	14.5	-0.2	19.5	0.5
CCOc1ccccc1NC(=O)C(C(F)(F)F)C(F)(F)F	1.4	0.0	1.4	0.2
Cc1ccc(C)c(OCC(=O)NC(CC(=O)O)c2ccc(Cl)cc2)c1 (stereo not given)	-8.5	0.0	1.8	0.4
Cc1csc(NC(=O)Cn2c(=O)oc3cc(Cl)ccc32)n1	1.5	-0.1	-7.2	0.8
CN(CC(=O)NCCc1ccc(Cl)cc1)S(=O)(=O)c1ccc2c(c1)CCC(=O)N2	15.3	0.3	-11.6	2.5
CCSc1ccccc1C(=O)Nc1cccc(OC)c1	20.2	0.1	-1.8	0.3
CCOC(=O)c1ccccc1NS(C)(=O)=O	-21.1	0.0	-1.2	-0.5
NC(=O)C1CCN(C(=O)c2ccc(Oc3ccccc3)cc2)CC1	9.6	0.0	8.1	0.7
NS(=O)(=O)c1ccc(NC(=O)CSc2nc3sc4c(c3c(=O)[nH]2)CCC4)cc1	0.6	-0.1	6.1	1.8
Cc1ccc2cc(C#N)c(N3CCCN(C(=O)C4CCC4)CC3)nc2c1C	5.1	-0.1	-7.0	0.4
O=C(Cc1ccccc1)N/N=C/c1ccc(O)cc1	-2.0	-0.1	-4.5	-0.8
COc1ccc(N2CCN(C(=O)c3cc([N+](=O)[O-])ccc3N3CCNCC3)CC2)cc1	-16.2	0.0	0.6	-1.2
Cc1cc(SCc2ccc([N+](=O)[O-])cc2)n2ncnc2n1	17.2	0.1	0.9	0.6
N#Cc1ccccc1COc1ccc(C2NC(C(=O)O)CS2)cc1Br (stereo not given)	-12.7	0.1	4.1	0.6
COc1ccc(N2C(N)=C(C#N)C(c3ccccc3)C3=C2CC(C)(C)CC3=O)cc1 (stereo not given)	19.5	0.3	0.1	1.2
COc1ccc(-c2nnc(SC3CCCCC3=O)o2)cc1 (stereo not given)	1.1	0.0	22.6	-0.9
Cn1c(SCC(=O)Nc2cccc(NC(=O)C(C)(C)C)c2)nnc1-c1cccnc1	8.0	-0.1	-4.0	0.8

Exported with two lines to a compound: 6 of the compounds above
The line under a structure holds: MITF primary	FBW7 act	TEAD-YAP block	GPR151 ag
- Cc1csc(NC(=O)Cn2c(=O)oc3cc(Cl)ccc32)n1
 : 1.5	-0.1	-7.2	0.8
- N#Cc1ccccc1COc1ccc(C2NC(C(=O)O)CS2)cc1Br (stereo not given)
 : -12.7	0.1	4.1	0.6
- COCc1ccc(CN2CCOc3ccc(CN4CCC(C(N)=O)CC4)cc3C2)o1
 : 1.6	0.1	-3.8	0.3
- Cn1c(SCC(=O)Nc2cccc(NC(=O)C(C)(C)C)c2)nnc1-c1cccnc1
 : 8.0	-0.1	-4.0	0.8
- CCOC(=O)CNC(=O)N1CCN(CC(=O)OCC)CC1C(=O)NCc1ccccc1 (stereo not given)
 : 4.0	0.2	3.9	0.8
- NC(=O)C1CCN(C(=O)c2ccc(Oc3ccccc3)cc2)CC1
 : 9.6	0.0	8.1	0.7

(next part)
SMILES	MITF primary	FBW7 act	TEAD-YAP block	GPR151 ag
Cc1ccccc1NC(=O)CC(C)S(=O)(=O)c1ccc2c(c1)SC(C)C(=O)N2 (stereo not given)	5.6	-0.1	3.7	2.0
O=C1COCC(=O)N1c1ccc(N2CCN(c3ccccc3)CC2)c([N+](=O)[O-])c1	4.1	-0.3	-2.6	0.6
CC1(C)N=C(SCC(=O)Nc2ccccc2)C(c2ccccc2)=N1	-2.5	0.3	-25.0	-0.2
CNC(=O)c1ncccc1Nc1cc(Nc2ccc3c(c2)CCC(=O)N3)ncc1C(F)(F)F	-8.1	-0.1	35.2*	1.2
CCC(CC)c1nnc(NC(=O)c2ccccc2)s1	7.1	-0.1	-30.0	0.9
Cc1ccc2c(Cl)cc(Cl)c(OCC(=O)NCCN3C(=O)CSC3=O)c2n1	10.8	0.1	4.2	2.0
COc1ccccc1C(=O)N(Cc1ccc(C)cc1)C1CCS(=O)(=O)C1 (stereo not given)	14.7	1.0	9.9	1.1
COc1ccc(/C(O)=C2/C(=O)C(=O)N(CCN(C)C)C2c2ccccc2F)cc1 (stereo not given)	2.4	-0.2	-3.2	0.5
CSc1nccc(-c2cc(Cl)c3c(c2)CC(CNC(=O)CCC(=O)N(C)C)O3)n1 (stereo not given)	5.7	0.1	-4.2	-1.2
